From PubChem
Integrin act MD: integrin-mediated muscular dystrophy alleviation activation | AID 624291 | alpha7betagal myoblasts, beta-gal FDG fluorescence, 48 h | Potency, µM (highest dose often 38.3 µM), inactives show at the highest dose activation, hits mostly activators | hit rate 0.064% among 350,000;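 further: 100% = response of the positive control SU9516; nearly all actives have a fitted effect of over 60% in size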
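alpha7betagal+/- myoblasts (passage 13, 250/well) treated 48 h at 37C with compounds at 1:260 dilution of DMSO stock. Lysed, then beta-galactosidase activity read as FDG fluorescence (ex 480/em 540) after 30 min, with pre-read for autofluorescence.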
BRCA1 expr act: activators of BRCA1 expression. Potency, µM (top dose mostly 46.1 µM), without a hit: at the top dose activation, most hits filed as activators. MCF7-BRCA1-FFLuc reporter, luminescence, 48 h; response scale: scaled: vehicle 0%, 10 µM genistein 100%. hit rate 1.1% among 380,000; further: nearly all actives have a fitted effect of over 80% in size; some results filed as inactive show a strong effect at the top dose
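Compounds are tested at multiple concentrations on MCF7 BRCA1-luciferase reporter cells seeded at 2000 per well; after 48 h, a single luminescence end-point is taken and curves fitted to the normalized data.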
Numbers without * were called inactive; ? = inconclusive; [ ] = dose if it differs, or a comment. The call rests on the fitted dose curve; in most records, active means well fitted activation curve with a large enough effect; inconclusive means small, poorly fitted or top-dose-only effect; inactive means no such curve, though single readings can be large or run the other way. Potency means the concentration at half of the fitted maximal effect. A portion of the library. The share of hits here may be higher or lower than overall.

molecule	BRCA1 expr act	Integrin act MD
C=CCCC(=O)N1C[C@H]2CON(C)[C@H]2C[C@H]1c1ccc(Br)cc1	12%	-12%
CCc1ccc(N2CC(C(=O)Nc3ccc(OC)c(S(=O)(=O)N4CCOCC4)c3)CC2=O)cc1 (stereo not given)	9%	1%
CCN(CC)c1nc(C=Cc2ccc(N(C)C)cc2)c2nccnc2n1	-7%	19%
Cc1ccc(S(=O)(=O)N2C[C@H]3n4c(=O)ccc(=O)n4C[C@H](OC(=O)NC4CC4)[C@@]3(O)C2)cc1	7%	-3%
COCCCN1C(=O)C(CC(=O)NC(c2ccccc2)c2ccccc2)CC(C(=O)N(C)C)=C1C (stereo not given)	5%	18%
C[C@@H]1CN([C@H](C)CO)C(=O)CCCn2cc(nn2)CO[C@H]1CN(C)C(=O)NC1CCCCC1	5%	4%
CC1CCCN(S(=O)(=O)c2ccc3[nH]c(=O)cc(C(=O)NCCCN4CCCCCC4)c3c2)C1 (stereo not given)	2%	7%
NC(=O)Cc1ccc(OCc2nn[nH]n2)cc1	-5%	2%
CC1CN(C(=O)COC(=O)c2ccc3ccccc3c2)CC(C)O1 (stereo not given)	29%	-10%
CCCC1NC(=O)c2cccnc2-n2c1nc1ccc(Br)cc1c2=O (stereo not given)	-10%	-8%
Cc1ccccc1S(=O)(=O)N(C)C[C@H]1OCc2cnnn2CCCC(=O)N([C@@H](C)CO)C[C@H]1C	-9%	5%
CC(C)(C)N1CC(C(=O)Nc2ccc(C(N)=O)cc2)CC1=O (stereo not given)	1%	5%
C[C@@H]1CN([C@H](C)CO)C(=O)CCCn2nncc2CO[C@@H]1CN(C)S(=O)(=O)c1ccc(F)cc1	-17%	-1%
Cc1nnc(SCC(=O)NC2(C#N)CCCCC2)n1N	-9%	1%
O=C(COc1ccc(Br)cc1)OCC(=O)c1ccc[nH]1	0%	13%
Cc1ccc(CCC(=O)Nc2ccc(Cl)cc2Cl)o1	37%	-13%
O=C(c1ccccc1)N(CCCl)C(=O)N(CCCl)C(=O)c1ccccc1	-6%	27%
COc1ccc(S(=O)(=O)N(C)C[C@H]2Oc3ncc(C#CC4(O)CCCC4)cc3C(=O)N([C@@H](C)CO)C[C@@H]2C)cc1	1%	-14%
COc1ccc(NC(=O)N(C)C[C@@H]2OCc3cn(nn3)CCCC(=O)N([C@H](C)CO)C[C@H]2C)cc1	0%	5%
Cc1ccccc1N(CC(=O)N1CCN(Cc2ccccc2)CC1)S(C)(=O)=O	0%	-16%
Cc1ccccc1S(=O)(=O)N(C)C[C@@H]1OCc2cn(nn2)CCCC(=O)N([C@H](C)CO)C[C@H]1C	3%	14%
CCN(C(=O)Cn1cc(C(F)(F)F)ccc1=O)C1CCS(=O)(=O)C1 (stereo not given)	-1%	-1%
CCn1c(SCC(=O)Nc2oc(C)c3c(C)n[nH]c(=O)c23)nnc1-c1ccco1	4%	0%
O=C(Nc1cccc(-c2cccc(Cl)c2)c1)C1CCN(Cc2nccs2)CC1	-54%	-51%[inhibitor]
Cc1nc(C)c(C(=O)OCC(=O)Nc2ccc(C)c(C)c2)s1	7%	0%
Nc1nc(COC(=O)c2ccco2)nc(Nc2ccccc2)n1	71%	4%
CCOC(=O)/C(=C(/C)N)C1CC(=O)NC1=O (stereo not given)	10%	-2%
O=C1C=C(c2ccc(CO)cc2)C[C@@H](c2ccc(F)cc2)C1	15%	18%
O=C(c1cccs1)N1C[C@@H](O)[C@H](n2cc(-c3ccc(F)cc3)nn2)C[C@@H]1c1ccccc1	-14%	-16%
C[C@@H]1CN([C@@H](C)CO)C(=O)c2cc(Br)cnc2O[C@H]1CN(C)C(=O)Cc1ccccn1	17%	-5%
C[C@@H]1CN([C@H](C)CO)C(=O)CCCn2nncc2CO[C@H]1CN(C)Cc1cccnc1	7%	0%
COCCN(C(=S)Nc1ccc(OC)c(Cl)c1)C1CCN(C(C)=O)CC1	-8%	16%
Cc1ccn(CCC(=O)N2CCCC(N3CCN(c4ccccc4C)CC3)C2)n1 (stereo not given)	6%	7%
COc1ccc(NCC(=O)Nc2c(C)cccc2C)cc1S(=O)(=O)N1CCOCC1	-4%	7%
CC1=C(C(=O)N(C)C)CC(CC(=O)NCc2cccc3ccccc23)C(=O)N1CCC1=CCCCC1 (stereo not given)	4%	-14%
Cc1ccc(S(=O)(=O)N(C)C[C@H]2OCc3cnnn3CCCC(=O)N([C@H](C)CO)C[C@H]2C)cc1	4%	21%
CN1C(=O)[C@H]2[C@@H](c3ccccc3)N[C@]3(CCCN(Cc4ccc(F)cc4)C3=O)[C@H]2C1=O	21%	3%
O=C(Cn1sc2ccccc2c1=O)Nc1ccccc1	-65%	-62%[inhibitor]
C=CCn1c2ccccc2c2nnc(SCC(=O)OC)nc21	-6%	6%
CC1CC(C)(C)CC2(C1)NC(=O)N(CC(=O)Nc1ccc3c(c1)OCO3)C2=O (stereo not given)	1%	-18%
COCOCCn1cc(CN2CCS(=O)(=O)N(Cc3ccc(-c4ccc(F)cc4)cc3)C(C(C)C)C2=O)nn1 (stereo not given)	-4%	1%
C[C@@H]1CCCCO[C@H](CN(C)C(=O)C2CCCCC2)[C@@H](C)CN([C@H](C)CO)C(=O)c2cc(N(C)C)ccc2O1	-11%	-4%
C[C@@H]1CN([C@H](C)CO)C(=O)c2cc(C3=CCCCC3)cnc2O[C@@H]1CN(C)Cc1ccccc1C(=O)O	9%	18%
O=C(c1ccco1)N1N=C(c2ccccc2O)CC1c1cccs1 (stereo not given)	-19%	6%
Cc1ccc([C@H]2N[C@]3(CCCN(Cc4cccn4C)C3=O)[C@H]3C(=O)N(C)C(=O)[C@@H]23)cc1	-9%	8%

Overlap with the part before: 3 entries, followed by the next part.
molecule	BRCA1 expr act	Integrin act MD
C[C@@H]1CN([C@H](C)CO)C(=O)c2cc(C3=CCCCC3)cnc2O[C@@H]1CN(C)Cc1ccccc1C(=O)O	9%	18%
O=C(c1ccco1)N1N=C(c2ccccc2O)CC1c1cccs1 (stereo not given)	-19%	6%
Cc1ccc([C@H]2N[C@]3(CCCN(Cc4cccn4C)C3=O)[C@H]3C(=O)N(C)C(=O)[C@@H]23)cc1	-9%	8%
Cc1ccc(C(=O)Nc2ccc3nc(C)sc3c2)o1	?	17%
O=C(CS(=O)(=O)c1ccc(Cl)cc1)Nc1nccs1	9%	18%
COc1ccc(-c2ccc3c(c2)S(=O)(=O)c2cccc(C(=O)N4CCN(c5ccccn5)CC4)c2C3=O)cc1OC	7%	1%
O=C(CCCN1CCN(c2ccccc2)CC1)c1ccc(F)cc1	1%	-4%
COc1ccccc1NS(=O)(=O)c1cccc(NS(=O)(=O)c2cc(C(=O)O)ccc2Cl)c1	-7%	-4%
C=CCN(Cc1ccc(Br)s1)C(=O)c1ccc(OCc2c(C)noc2C)cc1	-39%	-8%
C[C@@H]1CN([C@@H](C)CO)C(=O)c2cc(Br)cnc2O[C@H]1CN(C)Cc1ccc(-c2ccccc2)cc1	0%	-54%[inhibitor]
O=C(NCC(=O)N1CCN(Cc2ccccc2)CC1)c1ccccc1Cl	2%	17%
Cc1nnc(N2C(=O)C(=O)/C(=C(/O)c3ccc4c(c3)OCCO4)C2c2cccc([N+](=O)[O-])c2)s1 (stereo not given)	3%	14%
CS(=O)CC(O)(c1ccc(F)cc1)C1CC1 (stereo not given)	1%	1%
C=Cn1cc(CNC[C@H]2O[C@@H](n3ccc(N)nc3=O)[C@H](O)[C@@H]2O)c(C)n1	4%	2%
CC(=O)Cn1cnc2c(cnn2-c2ccc(F)cc2)c1=O	81%	20%
COc1cccc(COC(=O)C2CC(=O)N(Cc3ccccc3)C2)c1OC (stereo not given)	6%	8%
O=S(=O)(CCN1CCN(c2ccccc2O)CC1)c1ccc(Cl)cc1	-7%	-36%
C[C@@H]1CN([C@H](C)CO)C(=O)CCCn2nncc2CO[C@H]1CN(C)C(=O)Nc1cccc(Oc2ccccn2)c1	6%	20%

Already shown: six of the compounds above.
molecule	BRCA1 expr act	Integrin act MD
Cc1ccc(C(=O)Nc2ccc3nc(C)sc3c2)o1	?	17%
O=C(CS(=O)(=O)c1ccc(Cl)cc1)Nc1nccs1	9%	18%
COc1ccc(-c2ccc3c(c2)S(=O)(=O)c2cccc(C(=O)N4CCN(c5ccccn5)CC4)c2C3=O)cc1OC	7%	1%
O=C(CCCN1CCN(c2ccccc2)CC1)c1ccc(F)cc1	1%	-4%
COc1ccccc1NS(=O)(=O)c1cccc(NS(=O)(=O)c2cc(C(=O)O)ccc2Cl)c1	-7%	-4%
C=CCN(Cc1ccc(Br)s1)C(=O)c1ccc(OCc2c(C)noc2C)cc1	-39%	-8%

More records
molecule	BRCA1 expr act	Integrin act MD
Cc1ccc(S(=O)(=O)N2C[C@H]3[C@H]4C(=O)N(c5ccccc5)C(=O)[C@H]4C[C@H](OC(=O)NCc4ccccc4F)[C@@]3(O)C2)cc1	-2%	-9%
CCc1ccccc1NC(=O)CNC(=O)CCC(=O)c1cc(C)sc1C	-10%	11%
O=c1[nH]nc(-c2ccc[nH]2)[nH]1	0%	8%
CC1=C(C(=O)N2CCOCC2)CC(CC(=O)NCCN2CCOCC2)C(=O)N1Cc1ccccc1 (stereo not given)	10%	12%
COc1cc(/C=C/C(=O)O)cc(S(=O)(=O)Nc2cc(S(=O)(=O)N3CCCCC3)ccc2Cl)c1OC	-11%	-14%
CC(=NCc1ccccc1)c1ccccc1O	4%	8%
Cc1noc(C)c1NC(=O)N(C)C[C@H]1OCc2cnnn2CCCC(=O)N([C@@H](C)CO)C[C@H]1C	21%	-16%
Cn1c(CCN2CCCC2)nc2cc(NS(=O)(=O)c3ccc(F)cc3)ccc21	-49%	-47%[inhibitor]
CCc1ccc(CNC(=O)C2CCN(S(=O)(=O)N3CCCCC3)CC2)cc1	1%	11%
CCN(CC(=O)Nc1cc(Cl)ccc1C)CC(=O)NC1CC1	0%	11%
Nc1nnnn1/N=C/c1ccccc1Cl	31%	6%
C[C@@H]1CN([C@@H](C)CO)C(=O)CCCn2nncc2CO[C@H]1CN(C)C(=O)OCc1ccccc1	8%	3%
Cc1ccc(S(=O)(=O)N(C)CC(=O)N(C)Cc2cccs2)cc1	-8%	2%
O=C(c1ccc2ccccc2c1O)N1CCCCC1	98%	-12%
N#Cc1ccc(C(S(=O)(=O)Cc2ccccc2)S(=O)(=O)Cc2ccccc2)cc1	1%	-7%
O=C1CC(c2ccccc2)NC(=S)N1 (stereo not given)	2%	16%
COc1ccc(CNC(=O)O[C@]23C[C@H]4C(=O)N(c5ccccc5)C(=O)[C@H]4C[C@@]2(O)CN(S(=O)(=O)c2ccc(C)cc2)C3)cc1OC	1%	-1%
O=C(Nc1ccccc1Cl)c1cc(S(=O)(=O)N2CCC3(CC2)OCCO3)ccc1F	-8%	19%
CCOC(=O)c1c(C)cc2c(CO)n[nH]c(=O)c2c1C	15%	15%
COc1ccc(C)cc1/C=C/C(=O)N1CCN(S(=O)(=O)c2cccs2)CC1	2%	-7%
Cc1ccccc1NS(=O)(=O)c1ccc(C(=O)NCc2ccccc2CN2CCCC2)cc1	-35%	-57%[inhibitor]
COCCNC(=S)N(C)[C@H]1C[C@H]2c3cc(-c4ccccc4)ccc3CCN2C(=O)[C@H]1[C@H](C)O	-13%	11%
CSC[C@H]1CN(c2ccccc2)C(=O)[C@@H]1CC(=O)Nc1ccccc1	5%	11%
Cc1cn([C@H]2C[C@H](O)[C@@H](CNCc3ccc(N4CCN(C)CC4)cc3F)O2)c(=O)[nH]c1=O	20%	6%
CC1(C)CC(=O)C=C(c2n[nH]nc2C2CCCCC2)C1	1%	6%
COc1ccc([C@H]2C[C@@H](O)[C@H](n3cc(C4CC4)nn3)CN2Cc2cccs2)cc1	1%	-6%
C[C@@H]1CN([C@@H](C)CO)C(=O)CCCn2nncc2CO[C@@H]1CN(C)C(=O)Cc1ccccc1	5%	-7%
CN1C(=O)[C@H]2[C@@H](c3ccc(C(F)(F)F)cc3)N[C@]3(CCCN(Cc4ccc(Cl)cc4)C3=O)[C@H]2C1=O	13%	-28%
CC(OC(=O)/C=C/c1ccco1)C(=O)NC1CCCCC1 (stereo not given)	-2%	-2%
Cc1ccccc1N1CCN(C2CCCN(C(=O)CSc3ccccn3)C2)CC1 (stereo not given)	11%	-2%
C[C@H](CO)N1C[C@H](C)[C@H](CN(C)C(=O)CCC(F)(F)F)OCc2cnnn2CCCC1=O	7%	-2%
Cc1nc(N2CCCCC2)[nH]c(=O)c1CN(C)N=O	1%	6%
O=C(NCc1ccco1)c1ccc(CS(=O)c2ccccc2Cl)o1 (stereo not given)	18%	-6%
Cc1noc(C)c1COc1ccccc1C(=O)N1CCN(S(=O)(=O)c2ccc(C(C)C)cc2)CC1	-35%	-12%
CC1=C(C(=O)N(C)C)CC(CC(=O)NC2CCCCC2)C(=O)N1Cc1ccccc1 (stereo not given)	11%	-1%
